From PubChem BioAssay
KCNQ1 inh: human KCNQ1 channel inhibition. P51787. CHO-K1 KCNQ1, FluxOR thallium flux fluorescence; hits give high values. B-score at 10 µM. 1.3% of 310,000 active;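 active = compounds whose thallium flux B-score, printed positive for inhibition, exceeds three library SD while starting fluorescence stays within three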;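 note: channel opened by potassium depolarization with thallium stimulus after 20 min compound exposure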
RGS4 act: potentiators or activators of RGS4 | HEK293 M3R/inducible RGS4, carbachol calcium flux Fluo4; hits give low values | B-score at 10 µM | 0.92% of 310,000 active;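 active = B-score of the integrated calcium signal more than 4 SD below the library mean, with starting fluorescence not abnormally high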;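 note: negative B-score means reduced calcium response which marks RGS4 activation or potentiation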
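Material: Inducible-RGS4 HEK293 cells carrying M3 receptor; also added: carbachol at ECmax as muscarinic agonist stimulus; incubation: compound preincubation 20 min at room temperature before agonist; signal: Fluo4-AM (2 µM) calcium-flux fluorescence, kinetic read; measure: integrated calcium ratio converted to B score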
KCNQ1 act: human KCNQ1 channel potentiation or activation | CHO-K1 KCNQ1, thallium flux FluxOR fluorescence; hits give high values | B-score at 10 µM | 0.35% of 310,000 active | AID 2648;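 active = fluorescence ratio B-score, a plate-corrected score, at least three library SD, with initial intensity B-score within 5 SD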
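Assay system: CHO-K1 cells stably expressing KCNQ1; Medium: assay buffer with matched DMSO; Also added: K+/Tl+ depolarizing stimulus; Dosing: single dose; Timing: dye 90 min, compound 20 min, room temperature; Measured by: kinetic FluxOR thallium fluorescence, 10-s 1-Hz baseline, 110-s post-stimulus read; Read-out: peak-minus-minimum fluorescence over initial fluorescence, negative-control normalized, B-scored.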
HDAC3 inhib: human HDAC3 inhibition; 0.15% of 320,000 active; recombinant HDAC3, fluorogenic peptide/trypsin coupled, fluorescence; AID 2718; inhibition, % at 8.3 µM; O15379; in the data active = inhibition above about 26%, passing the limit was not always enough; inconclusive = no clear call, values can overlap the other calls
ANO1 block: inhibitors of mouse TMEM16A calcium-activated chloride channel; 1.2% of 310,000 active; normalized B-score (activity score, 25-100; higher = stronger inhibition) at 10 µM; AID 588511; HEK293 TMEM16A/YFP iodide influx fluorescence, ionomycin; Q8BHY3;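 active = ratio plate-corrected score three or more library SD toward inhibition, starting fluorescence score within five deviations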;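 note: score derived from kinetic fluorescence span divided by baseline fluorescence per well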
RGS4 block: inhibitors of human RGS4; P49798; HEK293 M3R/RGS4 inducible, Fluo-4 calcium flux; hits give high values; triggered by carbachol at its EC20; B-score at 10 µM; 0.45% of 310,000 active; AID 463165;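 active = B-score, a plate-corrected calcium signal, over three deviations above library mean, with baseline fluorescence within five deviations of library mean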;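 note: RGS4 expression induced by doxycycline in cells with stable M3 receptor; B-score is computed from the integrated fluorescence ratio over baseline after carbachol; higher B-score means a larger calcium signal and so more RGS4 inhibition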
hERG protect: hERG (human) protection from proarrhythmic block; activation (rescue from dofetilide block), less the hit threshold, % at 10 µM; CHO-hERG, FluxOR thallium flux, dofetilide IC70 present; 0.51% of 310,000 active; Q12809; AID 1511;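 active = activation above the mean of controls blocked by dofetilide plus 5 SD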;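 note: thallium influx through hERG after potassium depolarization seen as dye fluorescence rise; in these data hits start at about 4.7%; inactives centre near -7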
Target sequence (Q12809 whole entry, looked up): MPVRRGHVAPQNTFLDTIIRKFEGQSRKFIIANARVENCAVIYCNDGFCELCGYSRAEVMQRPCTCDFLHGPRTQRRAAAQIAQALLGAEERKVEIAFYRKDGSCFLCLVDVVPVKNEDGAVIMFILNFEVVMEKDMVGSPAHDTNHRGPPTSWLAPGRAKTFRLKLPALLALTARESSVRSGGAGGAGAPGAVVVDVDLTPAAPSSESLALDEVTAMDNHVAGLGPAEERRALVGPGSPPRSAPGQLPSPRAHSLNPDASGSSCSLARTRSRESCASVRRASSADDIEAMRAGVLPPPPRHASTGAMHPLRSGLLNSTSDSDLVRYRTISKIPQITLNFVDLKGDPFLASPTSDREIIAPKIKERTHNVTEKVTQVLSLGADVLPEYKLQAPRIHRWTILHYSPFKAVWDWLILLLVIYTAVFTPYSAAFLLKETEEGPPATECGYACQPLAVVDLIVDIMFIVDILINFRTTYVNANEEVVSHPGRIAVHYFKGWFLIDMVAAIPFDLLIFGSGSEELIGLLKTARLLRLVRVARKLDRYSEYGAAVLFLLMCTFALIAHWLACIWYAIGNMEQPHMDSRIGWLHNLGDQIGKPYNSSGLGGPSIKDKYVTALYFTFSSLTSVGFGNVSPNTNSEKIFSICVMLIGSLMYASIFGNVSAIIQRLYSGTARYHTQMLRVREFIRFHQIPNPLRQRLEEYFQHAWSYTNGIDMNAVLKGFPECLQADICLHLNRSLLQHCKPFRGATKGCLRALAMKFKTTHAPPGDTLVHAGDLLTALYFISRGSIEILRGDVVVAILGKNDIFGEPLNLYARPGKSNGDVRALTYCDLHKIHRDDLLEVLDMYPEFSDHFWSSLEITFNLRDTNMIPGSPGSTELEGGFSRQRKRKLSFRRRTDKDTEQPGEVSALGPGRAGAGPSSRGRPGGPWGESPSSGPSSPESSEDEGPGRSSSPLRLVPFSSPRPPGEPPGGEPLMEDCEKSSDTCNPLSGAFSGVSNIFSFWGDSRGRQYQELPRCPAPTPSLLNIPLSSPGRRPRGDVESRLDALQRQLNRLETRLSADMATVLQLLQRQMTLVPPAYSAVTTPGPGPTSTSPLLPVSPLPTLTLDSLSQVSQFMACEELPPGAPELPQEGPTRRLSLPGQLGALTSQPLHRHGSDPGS
SKKanGAS inh: inhibitors of SKKanGAS S. pyogenes growth in kanamycin (SK-promoter or general growth effect); BacTiter-Glo, 6 h; inhibition, % at 7.5 µM; 1.3% of 300,000 active;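 active = mean replicate score, as percent of positive control median, at least 50; inconclusive = mean below 50 but one replicate at or above 50; inactive = mean and every replicate below 50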;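 note: strain carries kanamycin resistance gene driven by streptokinase promoter and grows in 40 µg/ml kanamycin; loss of luminescence reflects streptokinase promoter inhibition or plain growth inhibition; 0% = median of DMSO wells and 100% = positive control at its reference dose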
KCNK9 inh: blocks the human KCNK9 two-pore domain potassium channel; HEK293 KCNK9, FluxOR thallium flux fluorescence; hits give low values; B-score at 10 µM; 1.2% of 310,000 active;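 active = ratio B-score over 3 SD below the library mean, with starting fluorescence within 5 SD of its mean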;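 note: negative B-score means less thallium flux so channel inhibition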
KCNK3 inh: human KCNK3 channel inhibition, primary screen | O14649 | CHO-KCNK3 thallium flux, FluxOR fluorescence; hits give low values | B-score at 10 µM | 0.84% of 340,000 active | AID 602410;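 active = B-score under library mean minus 4 SD, starting fluorescence ratio at most library mean plus 5 SD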;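 note: more negative B-score means stronger inhibition of thallium flux through KCNK3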
ANO1 activ: mouse TMEM16A channel activation, primary screen; Q8BHY3; HEK293 TMEM16A/YFP-H148Q/I152L, iodide quench fluorescence; hits give low values; B-score at 10 µM; 0.3% of 340,000 active; AID 623877;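 active = fluorescence-ratio B-score plate-corrected deviation score at least 3 library SD below zero, with starting fluorescence score within 5 deviations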;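 note: channel opened by trigger with iodide after compound preincubation; score built on the fluorescence ratio of max minus min over baseline; more negative score means more quench and so TMEM16A activation or potentiation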
Starred values were filed as active, the others as inactive; i = inactive; ? = inconclusive; . = no result given.

Molecule,KCNQ1 inh,RGS4 act,KCNQ1 act,HDAC3 inhib,ANO1 block,RGS4 block,hERG protect,SKKanGAS inh,KCNK9 inh,KCNK3 inh,ANO1 activ
Cc1ccc2c(c1)c1c(n2CC(O)CN2CCCCC2C)CCCC1 (stereo not drawn),i,i,i,-2,i,i,-11,0,i,i,i
CCCCSc1nc2c(cnn2-c2ccccc2)c(=O)n1N,i,i,i,1,i,i,-9,-9,i,i,i
COc1cccc(Nc2cc(C)nc3nc(C)nn23)c1,i,i,i,6,i,i,-11,-15,i,i,i
Clc1ccc(C2=Nn3c(nnc3-c3cc(-c4ccccc4)n[nH]3)SC2)cc1,i,i,i,-10,i,i,-7,-5,i,i,i
COc1ccc(/C=N/NC(=O)c2cccc([N+](=O)[O-])c2)cc1OS(=O)(=O)c1ccc(C)cc1,i,i,i,8,i,i,-6,3,i,i,i
O=C(N/N=C\c1ccc(COc2ccc([N+](=O)[O-])cc2)o1)c1cccc(Cl)c1,i,i,i,10,i,i,-5,33,i,i,i
Cc1ccc(C#N)c(SCc2ccccc2F)n1,i,i,i,8,i,i,-6,36,i,i,i
O=C(NCc1ccco1)c1cc2sccc2n1Cc1ccccc1,i,i,i,1,i,i,-7,0,-6.9*,i,i
CCOC(=O)c1nnc(-c2ccccc2)nc1N1CCSCC1,i,i,i,2,i,i,-10,8,i,i,i
Cc1ccc(CCNC(=O)C2CCCN(S(=O)(=O)c3cccs3)C2)cc1 (stereo not drawn),i,i,i,-3,i,i,-2,-1,i,i,i
CC(C)n1c(SCC(=O)Nc2ccc(N3CCOCC3)cc2)nnc1-c1ccco1,i,i,i,-5,i,i,-5,-12,i,i,i
O=C(O)CN=C1CC(c2ccccc2)CC(=O)/C1=C(/O)CCCN1C(=O)c2ccccc2C1=O (stereo not drawn),i,i,i,-1,i,i,-6,-11,i,i,i
CC(C)CCNC(=O)Cc1csc(-c2ccccc2)n1,i,i,i,2,i,i,-13,-4,i,i,i
O=C(Nc1ccc(F)cc1)c1ccc(-n2cncn2)c([N+](=O)[O-])c1,i,i,i,3,i,i,-7,7,i,i,i
OCCN(CC#CC(O)(c1ccccc1)c1cccc(F)c1)CCO (stereo not drawn),i,i,i,-1,i,i,2,-4,i,i,i
C=CCNC(=O)C1CC1(c1ccccc1)c1ccccc1 (stereo not drawn),i,i,i,-5,i,i,-5,8,i,i,i
CCCCn1c(N)c(N(CC(C)C)C(=O)C2CCN(c3ncnc4sc(C)c(C)c34)CC2)c(=O)[nH]c1=O,i,i,i,7,i,i,-14,10,i,i,i
CN(C)/C(=N\S(=O)(=O)c1ccccc1)c1ccc(F)cc1,i,i,i,1,i,i,-5,2,i,i,i
CCOc1cc(/C=C2/NC(=O)N(CC(=O)Nc3cccc(C)c3)C2=O)ccc1O,i,i,i,?,i,i,-11,7,i,i,i
CCC(C)Sc1cccc(-c2nc3cc(C)ccn3c2NCc2ccccc2)c1 (stereo not drawn),8*,i,i,-11,i,i,-5,40,i,i,i
O=C(Nc1ccc(F)cc1)N(CCCN1CCOCC1)Cc1cc2cc3c(cc2[nH]c1=O)OCO3,i,i,i,4,i,i,-2,0,i,i,i
CC(C)(C)c1ccc(C(=O)NCC(=O)OCN2C(=O)c3ccccc3C2=O)cc1,i,i,i,4,i,i,-15,.,i,i,i
S=C(NCc1ccccc1)N1CCN(Cc2ccc3c(c2)OCO3)CC1,i,i,i,10,i,i,-8,-3,i,i,i
COc1ccccc1CNC(=O)c1ccc(OCC2CCCO2)cc1 (stereo not drawn),i,i,i,-1,i,i,-6,-3,i,i,i
O=S(=O)(c1ccc(F)c(F)c1)N1CCN(c2ncccn2)CC1,i,i,i,-14,i,i,4,-2,i,i,i
CCCCNCc1cc2ccccc2o1,i,i,i,0,i,i,-7,3,i,i,i
COC(=O)c1cc(NS(=O)(=O)c2ccc(NCc3cccnc3)c([N+](=O)[O-])c2)cc(C(=O)OC)c1,i,i,i,.,i,i,-9,3,i,i,i
CCOC(=O)COc1coc(CN2CCN(c3cccc(Cl)c3)CC2)cc1=O,i,i,i,-9,i,i,0,1,i,i,i
COc1ccc(/C=N/NC(=O)c2ccc(Cl)cc2)cc1COC(C)=O,i,i,i,3,i,i,-11,1,i,i,i
CCCCN(C(=O)C1CC(=O)N(CCc2ccc(OC)c(OC)c2)C1)c1c(N)n(CCCC)c(=O)[nH]c1=O (stereo not drawn),i,i,i,.,i,i,-14,-3,i,i,i

The closing three entries of the section before lead into the next.
Molecule,KCNQ1 inh,RGS4 act,KCNQ1 act,HDAC3 inhib,ANO1 block,RGS4 block,hERG protect,SKKanGAS inh,KCNK9 inh,KCNK3 inh,ANO1 activ
CCOC(=O)COc1coc(CN2CCN(c3cccc(Cl)c3)CC2)cc1=O,i,i,i,-9,i,i,0,1,i,i,i
COc1ccc(/C=N/NC(=O)c2ccc(Cl)cc2)cc1COC(C)=O,i,i,i,3,i,i,-11,1,i,i,i
CCCCN(C(=O)C1CC(=O)N(CCc2ccc(OC)c(OC)c2)C1)c1c(N)n(CCCC)c(=O)[nH]c1=O (stereo not drawn),i,i,i,.,i,i,-14,-3,i,i,i
Cc1ccc2nccc(C(=O)N3CCCC(Nc4ccc(C)c(C)c4)C3)c2c1 (stereo not drawn),i,i,i,-8,i,i,-11,-5,i,i,i
NNc1cc([N+](=O)[O-])cc2c1C(=O)N(Cc1ccccc1)S2=O (stereo not drawn),i,i,i,3,i,i,-7,-2,i,i,i
Cc1ccc(SCCNC(=O)C(C)C)cc1,i,i,i,-2,i,i,-7,-12,i,i,i
CCOC(=O)Cc1csc(NC(=O)CSc2ccc(Br)cc2)n1,i,i,i,1,i,i,-6,10,i,i,i
COC(=O)c1ccc(CSc2nc3sc4c(c3c(=O)n2C)CCCC4)o1,i,i,i,0,i,i,-1,20,i,i,i
COc1cc(C2/C(=C(\O)c3cc(C)ccc3C)C(=O)C(=O)N2CCN(C)C)ccc1O (stereo not drawn),i,i,i,6,i,i,-2,-1,i,i,i
CCOC(=O)C(C)On1c(-n2nc(C)cc2C)nc2ccccc2c1=O (stereo not drawn),i,i,i,-2,i,i,-4,8,i,i,i
O=C(CN1C(=O)/C(=C2\SC(=S)N(C3CCS(=O)(=O)C3)C2=O)c2ccccc21)Nc1ccc(F)cc1 (stereo not drawn),i,i,i,-8,i,i,0,-7,i,i,i
CCn1c(=NC(=O)c2cccc(N3C(=O)CCC3=O)c2)sc2c(C)ccc(OC)c21,i,-8.6*,i,0,i,i,-13,22,i,-9.4*,-8.7*
N#CCSc1nnc(Cc2cccc3ccccc23)n1C1CCCCC1,i,i,i,1,i,i,-4,-4,i,i,i
CCc1nc2ccccc2c(C(=O)OCC(=O)C(C)(C)C)c1C,i,i,i,1,i,i,-14,-5,i,i,i
O=C(NCCn1cc(SCc2ccc(F)cc2)c2ccccc21)c1ccccc1F,11*,i,i,-5,i,i,-23,15,-7.5*,-16*,i
Cc1c(C)n(Cc2ccccc2)c2ncnc(NCCN(C)C)c12,i,i,i,4,i,i,-6,-1,i,i,i
COc1ccc(OC)c(C2C(C(=O)c3ccc(C)o3)=C(O)C(=O)N2c2cc(C)on2)c1 (stereo not drawn),i,i,i,4,i,i,-9,-6,i,i,i
Cc1cc(C)c2[nH]c(=O)c(CN(CC3CCCO3)C(=O)C3CCCO3)cc2c1 (stereo not drawn),i,i,i,-3,i,i,-7,2,i,i,i
COc1ccc(CCNC2CC(=O)N(N(C)C)C2=O)cc1OC (stereo not drawn),i,i,i,-1,i,i,0,-2,i,i,i
Cc1ccccc1NC(=S)N(Cc1cccnc1)Cc1ccccc1Cl,i,i,i,-3,i,i,-15,3,i,i,i
O=S(=O)(c1ccccc1)N1CCN(C(c2ccccc2)c2ccc(OC(F)(F)F)cc2)CC1 (stereo not drawn),i,i,i,-2,i,i,-3,-2,i,i,i
O=C(Nc1ccccc1OC(F)F)c1cccc(S(=O)(=O)N2CCCC2)c1,i,i,i,1,i,i,-4,-9,i,i,i
COc1ccc(/C=C(/C(=O)c2ccc(Cl)cc2Cl)n2cncn2)cc1,i,i,i,?,i,i,-9,-5,i,i,i
COc1ccc(S(=O)(=O)NC(C(=O)NCCc2ccccn2)C(C)C)cc1 (stereo not drawn),i,i,i,-4,i,i,-10,2,i,i,i
Nc1ccc(C(=O)OCCc2ccccc2)cc1,i,i,i,1,i,i,-3,1,i,i,i
O=C(NCC(c1ccco1)N1CCCCC1)C(c1ccccc1)c1ccccc1 (stereo not drawn),i,i,i,-2,i,i,-15,2,i,i,i
NC(=O)CSc1nccn1Cc1ccc(Cl)cc1,i,i,i,-6,i,i,-10,3,i,i,i
Cn1c(N)c(C(=O)CSc2nc(N)cc(=O)[nH]2)c(=O)n(C)c1=O,i,i,i,4,i,i,-10,5,i,i,i
CN(C(=O)c1cnc(N2CCN(c3ncccn3)CC2)c2ccccc12)c1ccc(Cl)cc1,i,i,i,1,i,i,0,4,i,i,i
COc1ccc(OCC(=O)N2CCN(c3nnc(-c4ccccc4)c4ccccc34)CC2)cc1,i,i,i,5,i,i,-14,21,i,i,i
Cc1cc(C)c(NC2=NS(=O)(=O)c3ccccc32)c(C)c1,i,i,i,4,i,i,-13,-2,i,i,i
COC(=O)Cc1ccc(NC(=O)c2ccc3c(c2)C(=O)N(CC2CCCO2)C3=O)cc1 (stereo not drawn),i,i,i,5,i,i,-4,-11,i,i,i
COc1ccc(S(=O)(=O)N(CC(=O)N2CCN(C)CC2)C2CCCCC2)cc1OC,i,i,i,-1,i,i,-6,4,i,i,i
Cc1nn(-c2ccccc2)c(C)c1/C=N/NC(=O)c1cc(C23CC4CC(CC(C4)C2)C3)[nH]n1,i,i,i,12,i,i,-6,64*,i,i,i
